Screens as filed in PubChem BioAssay.
MBNL1 CUG block – MBNL1-poly(CUG) RNA binding inhibition. TR-FRET MBNL1-His/biotin-(CUG)12 binding, 665/545 ratio. Potency, µM (top dose mostly 57.5 µM), inactives show at the highest dose activity change, negative = inhibition, most hits filed as inhibitors. 280,000 compounds, 0.036% hits; active = well fitted inhibition curve with a large enough effect in the signal ratio, with a control signal flat, not every such curve was filed as active; inconclusive = small, poorly fitted or top-dose-only effect, or effect the other way, or a change in a side signal; inactive = no such curve, though single readings can be large or run the other way; the % refers to the signal ratio; note: potency is the fitted concentration of half-maximal effect; % is set by controls: 0 for no effect and ±100 for the full control effect
Target sequence (Q9NR56 whole entry, looked up): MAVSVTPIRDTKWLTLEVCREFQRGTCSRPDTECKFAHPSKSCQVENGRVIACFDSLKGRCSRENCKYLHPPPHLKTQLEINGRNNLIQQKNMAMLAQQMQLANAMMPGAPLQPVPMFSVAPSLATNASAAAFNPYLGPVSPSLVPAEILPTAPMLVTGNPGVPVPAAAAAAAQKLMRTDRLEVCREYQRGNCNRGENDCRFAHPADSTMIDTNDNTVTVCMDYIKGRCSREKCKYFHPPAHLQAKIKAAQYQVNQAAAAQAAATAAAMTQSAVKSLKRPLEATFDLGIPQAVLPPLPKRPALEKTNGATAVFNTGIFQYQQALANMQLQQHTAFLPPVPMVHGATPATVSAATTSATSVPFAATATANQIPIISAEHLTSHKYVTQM
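His-tagged MBNL1 binding to biotinylated (CUG)12 RNA was measured by TR-FRET using terbium anti-His antibody (0.055 ng/ul final) and streptavidin-XL665 (5 nM final). Compounds were titrated 92 nM to 58 uM; 60 min at room temperature.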
Menin-MLL TR inh – inhibitors of human menin-MLL interaction, mutant MLL peptide; O00255; Menin + Texas Red MLL mutant peptide, fluorescence polarization; Potency, µM (highest dose often 61.6 µM), for the others: top-dose FP activity change, negative = inhibition, usual class: inhibitors; 270,000 compounds, 0.23% hits; active = well fitted inhibition curve with a large enough effect in the polarisation, with a control signal flat, not every such curve was filed as active; inconclusive = small, poorly fitted or top-dose-only effect, or effect the other way, or a change in a side signal; inactive = no such curve, though single readings can be large or run the other way; the % refers to the polarisation; note: potency is the fitted concentration of half-maximal effect; % of control where 0% means no effect; many of its hits are not listed in these tables
a7 integrin act – activators of alpha7 integrin expression for muscular dystrophy; alpha7betagal myoblasts, beta-gal FDG fluorescence, 48 h; Potency, µM (highest dose often 38.3 µM), for inactives: at the top dose activation, usual class: activators; 350,000 compounds, 0.064% hits; AID 624291;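 note: potency is the fitted concentration of half-maximal effect; 100% = response of the positive control SU9516; nearly all actives have a fitted effect of over 60% in size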
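alpha7betagal+/- myoblasts (passage 13, 250/well) treated 48 h at 37C with compounds at 1:260 dilution of DMSO stock. Lysed, then beta-galactosidase activity read as FDG fluorescence (ex 480/em 540) after 30 min, with pre-read for autofluorescence.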
CXXC DNA block – MLL CXXC-DNA interaction inhibition; 290,000 compounds, 0.037% hits; Potency, µM (titrated, usually from 115 µM), for inactives: at the top dose activity change, negative = inhibition, hits mostly inhibitors; Q03164; MLL-CXXC / FITC-HOXA9 DNA fluorescence polarization; active = well fitted inhibition curve with a large enough effect in the polarisation, with a control signal flat, not every such curve was filed as active; inconclusive = small, poorly fitted or top-dose-only effect, or effect the other way, or a change in a side signal; inactive = no such curve, though single readings can be large or run the other way; the % refers to the polarisation; note: potency is the fitted concentration of half-maximal effect
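Purified MLL-CXXC (added from a 7 uM solution) was preincubated 5 min at ambient with pinned compounds in 50 mM Tris-HCl pH 7.5, 50 mM NaCl, 1 mM DTT, 0.05% BSA. Fluorescein-labeled HOX-A9 DNA (50 nM solution) followed, 30 min, then polarization read.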
TCR activator – activates T cell receptor signaling | primary human leukocytes, anti-CD3, IL-2 HTRF, 48 h | Potency, µM (series often up to 9.22 µM), for inactives: at the top dose activation of IL-2 secretion, hits mostly activators | 330,000 tested, under 10 active; note: % of control where 0% means no effect
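1) Mix primary human leukocytes, a-CD3 beads and compound. 2) Incubate 48 hr. 3) Add HTRF IL-2 reagents (a-IL-2-K, a-IL-2-d2).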
Mito fusion yeast – inhibitors of mitochondrial division or activators of mitochondrial fusion; S. cerevisiae fusion-defective mutant growth rescue, CellTiterGlo 48 h; Potency, µM (titrated, usually from 46.1 µM), without a hit: at the top dose growth rescue (activation), most hits filed as activators; 320,000 compounds, 0.23% hits;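 note: potency is the fitted concentration of half-maximal effect; % of control where 0% means no effect; nearly all actives have a fitted effect of over 45% in size; temperature-sensitive fusion mutants such as fzo1-1 at 37 °C on non-fermentable ethanol glycerol medium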
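Read-out: ATP-based luminescence (CellTiterGlo, 10 min ambient) reporting growth of fusion-defective ts yeast after 48 hours at 37C on glycerol/ethanol YPEG medium in the presence of compound.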
PTAP TSG101 blk – blocks PTAP/TSG101 interaction to inhibit HIV-1 budding; 340,000 tested, under 10 active; AID 493005; Fluorescence polarization, FITC-PTAP peptide / Tsg101 binding; Potency, µM (top dose mostly 115 µM), for inactives: at the highest dose activity change, negative = inhibition, hits mostly inhibitors; Q99816; active = well fitted inhibition curve with a large enough effect in the main read-out, with a control signal flat, not every such curve was filed as active; inconclusive = small, poorly fitted or top-dose-only effect, or effect the other way, or a change in a side signal; inactive = no such curve, though single readings can be large or run the other way; note: potency is the fitted concentration of half-maximal effect; % of control where 0% means no effect
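FP read-out: FITC-PTAP peptide, 50 nM final, binding Tsg101 binding domain, 10 uM final; 20 min, r.t.; 10 mM HEPES pH 7.5, 0.15 M NaCl, 0.01% Tween 20, 3 mM EDTA, 0.1 mM TCEP.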
A-T KAP1 phos – potential ataxia-telangiectasia treatments restoring KAP-1 phosphorylation; […] A-T fibroblasts, KAP-1 phosphorylation AlphaLISA; neocarzinostatin DNA damage 30 min before lysis; 320,000 compounds, 0.19% hits; Potency, µM (highest dose often 57.5 µM), for inactives: at the highest dose activation, usual class: activators; note: potency is the fitted concentration of half-maximal effect; % of control where 0% means no effect; nearly all actives have a fitted effect of over 45% in size
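ATM-like activity read as KAP-1 phosphorylation via AlphaLISA donor/acceptor antibody pairs after lysis and 6 hr at 25C. Cells were ATM-null patient fibroblasts ([…], hTERT), dosed 60 min, then exposed to the DSB inducer NCS for 30 min.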
S-ASM inh – blocks human secretory acid sphingomyelinase. placental ASM, HMU-PC fluorogenic substrate, 60 min. 340,000 compounds, 0.006% hits. Potency, µM (series often up to 57.5 µM), for inactives: at the highest dose activity change, negative = inhibition, actives largely listed as inhibitors. AID 504937; note: potency is the fitted concentration of half-maximal effect
Target sequence (P17405 47-631 limits assumed): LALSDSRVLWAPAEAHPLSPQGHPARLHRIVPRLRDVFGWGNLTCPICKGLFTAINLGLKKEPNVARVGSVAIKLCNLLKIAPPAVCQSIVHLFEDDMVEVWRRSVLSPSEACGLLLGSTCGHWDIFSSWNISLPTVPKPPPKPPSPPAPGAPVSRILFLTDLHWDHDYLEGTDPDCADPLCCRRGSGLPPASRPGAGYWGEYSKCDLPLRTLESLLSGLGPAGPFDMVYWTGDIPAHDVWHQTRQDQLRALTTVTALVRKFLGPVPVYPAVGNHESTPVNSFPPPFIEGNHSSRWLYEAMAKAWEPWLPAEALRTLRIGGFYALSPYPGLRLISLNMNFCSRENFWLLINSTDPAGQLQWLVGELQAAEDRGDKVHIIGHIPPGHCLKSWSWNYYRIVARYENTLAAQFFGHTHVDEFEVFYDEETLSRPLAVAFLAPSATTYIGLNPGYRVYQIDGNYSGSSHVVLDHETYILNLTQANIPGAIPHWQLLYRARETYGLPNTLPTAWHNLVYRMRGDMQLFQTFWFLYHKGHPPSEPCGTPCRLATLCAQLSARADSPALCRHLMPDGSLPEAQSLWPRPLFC
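Steps: dispense placental human ASM, pin compound, wait 10 min at room temperature, add HMU-PC0 substrate at 9 uM final, incubate 60 min at 37 °C, add stop solution raising pH to 10, read fluorescence.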
TSHR antag – blocks TSH signaling through the human TSH receptor; 330,000 compounds, 0.2% hits; activity change, negative = inhibition, % at 11.5 µM; TSHR-expressing cells, TSH-stimulated cAMP HTRF, 2 h; hits give low values; P16473;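 active = activity change below a set negative limit, meaning inhibition stronger than a set level, cut at about -70% in these data; inconclusive = activity change between two set negative limits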; note: % is set by controls: 0 for no effect and ±100 for the full control effect
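TSHR-expressing cells were treated with compounds, then stimulated with TSH at EC80 (4nM final) for 2 hours at 37 deg C. Cellular cAMP was measured by HTRF competition between lysate cAMP and cAMP-d2 for a cryptate-labelled anti-cAMP antibody.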
An asterisk follows results filed as active; ? = inconclusive; · = not tested or not shown; [ ] = remark or other dose. Unless noted, calls come from the whole dose curve; as a rule, active = well fitted curve in the direction sought with a large enough effect; inconclusive = small, poorly fitted or top-dose-only effect, or another doubt; inactive = no such curve, though single readings can be large; an effect the other way counts as inactive or inconclusive.

| mol | MBNL1 CUG block | Menin-MLL TR inh | a7 integrin act | CXXC DNA block | TCR activator | Mito fusion yeast | PTAP TSG101 blk | A-T KAP1 phos | S-ASM inh | TSHR antag |
| --- | --- | --- | --- | --- | --- | --- | --- | --- | --- | --- |
| Cc1cc(NC(=O)CCOc2ccc(F)cc2)no1 | 9% | · | 0% | 4% | 11% | 4% | 0% | 8% | 4% | 5 |
| O=S1(=O)N(Cc2ccccc2F)CCCN1Cc1c(F)cccc1Cl | -4% | 1% | -37% | 17% | 3% | 9% | -1% | 15% | -3% | 11 |
| CC(=O)c1cc(-c2ccc(F)cc2)n(CCC(=O)Nc2cc(C)[nH]n2)c1C | -9% | 1% | 1% | 2% | 1%[46.1 µM] | -2% | -2% | 0% | 4% | 4 |
| CCOc1ccccc1C(=O)Nc1cc(C(=O)NCC(C)C)ccc1Cl | 4% | -1% | · | -2% | · | 9% | · | 2% | · | 0 |
| O=C(/C=C/c1ccncc1)c1ccc2c(c1)OCCO2 | -10% | 10% | -62%[inhibitor] | 3% | · | -29% | 0% | -2% | 0% | -12 |
| Cc1cccc(N(CC(=O)Nc2c(C)n(C)n(-c3ccccc3)c2=O)S(C)(=O)=O)c1 | -13% | -6% | 23% | 10% | -2% | -1% | 0% | · | 7% | 8 |
| CC(C)CN(C)C(=O)CCc1nnc(Cc2cccc(C(F)(F)F)c2)o1 | -19% | -19% | 12% | -4% | · | 10% | 0% | 3% | -1% | 4 |
| COc1cc(C2c3c(oc4ccccc4c3=O)C(=O)N2c2nccs2)ccc1O (stereo not drawn) | ? | · | -1% | 0% | 2% | 1% | -5% | 14% | -1% | -3 |
| Cc1ccc(S(=O)(=O)Cn2nnnc2C(C(C)C)N2CCC(O)CC2)cc1 (stereo not drawn) | 0% | · | 5% | 6% | 0% | -4% | 0% | 8% | 3% | 3 |
| Cc1cc(NC(=O)C2CC(=O)N(c3ccccc3)C2)no1 (stereo not drawn) | · | 1% | 26% | -6% | 6% | -1% | 0% | -2% | 4% | 1 |
| O=C(NCCS(=O)(=O)N1CCC2(CC1)OCCO2)c1ccc(F)cc1 | · | · | 20% | · | -3% | 0% | -1% | 7% | 0% | -5 |
| CCOC(=O)N=Nc1c(O)n(C)c2ccccc12 | ? | 11% | 3% | 7% | -2%[46.1 µM] | 2% | 0% | -3% | -1% | -2 |
| Cc1nc2ncnn2c(C)c1CCC(=O)NCc1ccco1 | 4% | 0% | 13% | 13% | 2% | 0% | -7% | -14% | 3% | 12 |
| COC(=O)C1=C(C)NC(=O)CC1c1ccccc1 (stereo not drawn) | 21% | -8% | 20% | -15% | -3%[46.1 µM] | 0% | -3% | · | 7% | 5 |
| CCOc1ccc(CCNC(=O)Cn2ncn3nc(-c4ccc(OC)cc4)cc3c2=O)cc1OCC | 3% | 20% | 29% | -4% | -2% | 0% | 3% | 7% | 3% | -11 |
| O=C(O)C(Cc1ccnc2ccccc12)=NO | · | · | 10% | · | 1% | · | 3% | · | -1% | · |
| N/C(=N\OC(=O)N1c2ccccc2Sc2ccccc21)c1ccc(Br)cc1 | 24% | ? | 38% | -4% | -5% | 13% | -1% | 2% | 1% | -28 |
| CCCn1c(N)c(N(CCOC)C(=O)C(C)Oc2ccc(F)cc2)c(=O)[nH]c1=O (stereo not drawn) | · | · | 11% | · | -3% | 1% | -2% | 7% | 1% | -2 |
| Cc1ccc(C)c(N2N=C(C(=O)Nc3nccs3)CCC2=O)c1 | -7% | -10% | 6% | -3% | -2% | 4% | 0% | 10% | -1% | 0 |
| O=[N+]([O-])C(=C1Nc2ccccc2N1)/C(Cl)=C(/Cl)Br | 10% | -4% | -24% | 0% | -2% | -1% | 1% | 16% | 3% | 2 |
| O=Cc1c(NCc2ccccc2)c2ccccc2[nH]c1=O | -17% | -3% | -20% | 6% | · | 3% | -2% | 8% | 5% | -10 |
| CC(O)(CS(=O)(=O)Cc1ccccc1)c1ccc(Cl)cc1 (stereo not drawn) | -8% | -3% | 0% | 38%[activator] | 4% | ? | -4% | 15% | -2% | -4 |
| COCCN(C(=S)Nc1ccccc1C)C(C)c1ccco1 (stereo not drawn) | -3% | · | -3% | 3% | -4% | -7% | -3% | 32µM* | 2% | 2 |
| O=C(Nc1ccc(S(=O)(=O)NC2=NCCCCC2)cc1)c1ccc([N+](=O)[O-])s1 | · | · | -46%[inhibitor] | · | 6% | -2% | -2% | -6% | · | -2 |
| CC1C=CCC2C(=O)N(c3cccc(C(=O)Nc4ccc(F)cc4)c3)C(=O)C12 (stereo not drawn) | -3% | 11% | -12% | 0% | 1% | 3% | 0% | 6% | -4% | -7 |
| COc1ccc(-c2c(-c3ccc(O)cc3O)n[nH]c2C)cc1OC | -8% | -1% | -19%[7.66 µM] | -4% | · | 2% | -5% | · | 0% | 0 |
| Cc1cc(-n2c(C)cc(C(=O)CN3C(=O)C(=O)N(C)C3=O)c2C)no1 | · | · | -8% | · | 2% | · | -4% | 0% | -2% | · |
| Cc1ccc2cc(CN(Cc3cccs3)Cc3nnnn3CC3CCCO3)c(=O)[nH]c2c1 (stereo not drawn) | ? | 0% | -16% | -4% | 3% | 1% | -8% | 0% | -13% | -1 |
| CC(/C=N/NC(=O)c1cc(C(C)C)[nH]n1)=C\c1ccccc1 | 9% | 11% | 27% | 7% | 7%[46.1 µM] | 1% | -4% | 0% | 0% | -5 |
| O=C(CN1CCN(c2cnn(-c3ccccc3)c(=O)c2Cl)CC1)NC1CCS(=O)(=O)C1 (stereo not drawn) | · | · | -6% | · | -3% | 0% | -1% | 1% | · | -4 |
| Cc1ccc(C(=O)Nc2ncn[nH]2)cc1 | 4% | 5% | 10% | -3% | · | 1% | 0% | 0% | -1% | 2 |
| NC(=O)c1cc(S(=O)(=O)NCc2ccc(Br)cc2)cs1 | -9% | -2% | 9% | 11% | -1% | 3% | 1% | 2% | 0% | 8 |
| Cn1cc([N+](=O)[O-])c(C(=O)Nc2ccc(C(=O)N3CCCCC3)cc2)n1 | ? | -3% | -14% | 4% | -3%[46.1 µM] | -4% | -3% | -1% | -2% | -5 |
| COc1ccccc1NS(=O)(=O)c1cc(NC(=O)c2ccncc2)ccc1N1CCOCC1 | -25% | 17% | -4% | -6% | 1%[46.1 µM] | 7% | 0% | 13% | 0% | 6 |
| Cc1ccc(-c2cc(-c3nnc(SCC(=O)N(C)CCC#N)n3N)c3ccccc3n2)cc1 | ? | 3% | 4% | -1% | -5% | 0% | 0% | 5% | -1% | -7 |
| O=C(/C=C/c1ccc(OCCCF)cc1)N1CCOCC1 | ? | 4% | -21% | -2% | 3% | -6% | -6% | 8% | 2% | -6 |
| CCOC(=O)N1CCN(CC(=O)Nc2ccc(C)c(Br)c2)CC1 | 4% | 0% | -14% | 5% | -2% | -4% | -1% | 1% | 2% | 1 |
| CC1CCCCN1Cc1ccc(N(C)C)cc1 (stereo not drawn) | -9% | -6% | 18% | -24% | · | 1% | 0% | -4% | -3% | -5 |
| CC1CCN(CC(=O)N2c3ccccc3CCc3ccccc32)CC1 | 10% | -18% | 19% | 6% | -6%[46.1 µM] | -4% | -1% | -1% | 2% | -11 |
| CC(C(=O)Nc1ccccc1)C(=O)Nc1ccccc1 | 3% | 2% | 12% | 0% | -6% | -1% | -4% | -21% | 0% | 5 |
| Cc1ccc(S(=O)(=O)N2C(=O)CCC2C(=O)Nn2cnnc2)cc1 (stereo not drawn) | -5% | -9% | -11% | 2% | · | -1% | · | 4% | 2% | -9 |
| CCOC(=O)C1(Cc2ccccc2)CCN(Cc2cc(OC)c3c(c2)OCO3)CC1 | -8% | -3% | -14% | -11% | -5% | 3% | 0% | -2%[11.5 µM] | 0% | 18 |
| Cc1cc(C)nc(SCC(=O)Nc2nccs2)n1 | -9% | 5% | 14% | -8% | 9% | -7% | -3% | -5% | 3% | 6 |
| CCCCc1ccc(S(=O)(=O)Nc2cc(C)on2)cc1 | -22% | 13% | -14% | 14% | 2% | -2% | -4% | 3% | -9% | 5 |
| Nn1c(SCc2cn3cc(Cl)ccc3n2)nnc1-c1ccncc1 | -2% | -1% | -16% | 6% | -8% | 0% | -1% | -1% | 4% | -8 |
| Cc1csc(SCC(=O)NC(=O)c2ccccc2)n1 | · | · | -11% | · | -1% | -8% | -9% | 6% | -4% | 14 |
| CCOC(=O)c1sc(Nc2cccc(C)c2C)nc1C | 0% | ? | · | 3% | · | -11% | · | 3% | · | -14 |

A portion of the library (hit frequency here may not be typical).
